# Bioassay records (PubChem BioAssay)
# RAD52 inh: RAD52 DNA annealing inhibitors, primary screen, biochemical, FRET, single point, set 2. DNA repair protein RAD52 homolog (Homo sapiens), P43351. recombinant RAD52 DNA annealing, FRET fluorescence. inhibition, % at 18.7 µM. 360,000 compounds, 0.46% hits;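 active means every replicate showing at least 50% inhibition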
# INS-1E GSIS act: GLuc luminescence reporter in INS-1E cells, primary screen for activators of glucose-dependent secretion of insulin; INS-1E GLuc reporter insulin secretion, 2-3 h; 370,000 compounds, 0.61% hits; AID 743287, 2014; activation, % at 16.6 µM;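 active means lowest replicate activation of at least 40%, so every replicate reaches that level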;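 further: 0% = median of neutral control wells and 100% = median of IBMX positive control wells; some compounds called inactive have numbers as strong as hits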
# Xi reactivation: activators of inactive X chromosome reactivation, primary screen, imaging, XiGFP fibroblasts, GFP high-content imaging, set 2 | XiGFP mouse fibroblasts, % GFP-positive cells imaging, 3 d; cells co-treated with 5-aza-dC sensitizer; scaled so ellipticine positive control = 100% | activation, % at 7.58 µM | 360,000 compounds, 0.055% hits | AID 743238, 2013;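 active means mean normalized replicate activation at least 10% and every replicate at or above 10%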;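 further: 0% = median of on-plate neutral control wells and 100% = ellipticine 6 µM median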
#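 Material: XiGFP fibroblasts, SV40-immortalized; Buffer or medium: DMEM containing 5-aza-dC; Compound dosing: single point; Times: 3 days compound exposure.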
# F508del corr: F508del CFTR correction, initial screen, CFBE line, single point | CFBE cells, YFP halide quenching; stimulated with forskolin plus potentiator P3; % fluorescence drop versus neutral controls | activity (quench increase), % at 7.58 µM | 350,000 compounds, 0.36% hits | AID 720511, 2013;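 active means mean added fluorescence quench of at least 8% versus neutral control, with both replicates also reaching 8%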;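 further: cells transiently co-express mutant CFTR-F508del with the halide-sensitive YFP; corrector assay measuring rescue of mutant channel to the surface after 24 h compound exposure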
# ARNT-TACC3 inh: disruptors of ARNT/TACC3 protein interaction, primary screen, biochemical, AlphaScreen, single concentration; Transforming acidic coiled-coil-containing protein 3 (Homo sapiens), Q9Y6A5; AlphaScreen His-ARNT PAS-B/GST-TACC3 binding, luminescence; TACC3 fragment carries E629A point mutation; inhibition, % at 9.99 µM; 390,000 compounds, 0.66% hits;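 active means mean inhibition of replicates at least 50% and at least half of replicates each reaching 50%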;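 further: 0% = complete ARNT plus TACC3 wells and 100% = ARNT alone without TACC3; many hits fall short of the cut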
# RAD54 inh: inhibitors of human RAD54 branch migration, primary screen, biochemical, fluorescence, single point. RAD54 Holliday junction branch migration, FAM/BHQ fluorescence. inhibition, % at 10.4 µM. 360,000 compounds, 0.14% hits. AID 602329, 2012;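 active means mean normalized replicate activity at least 40 and at least half of replicates scoring 40 or more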;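 further: 0% = median of neutral control wells and 100% = median of positive control wells; inhibitors cause a drop in the FAM fluorescence signal; in these data hits start at about 50%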
# Target sequence (Q92698 whole entry, looked up): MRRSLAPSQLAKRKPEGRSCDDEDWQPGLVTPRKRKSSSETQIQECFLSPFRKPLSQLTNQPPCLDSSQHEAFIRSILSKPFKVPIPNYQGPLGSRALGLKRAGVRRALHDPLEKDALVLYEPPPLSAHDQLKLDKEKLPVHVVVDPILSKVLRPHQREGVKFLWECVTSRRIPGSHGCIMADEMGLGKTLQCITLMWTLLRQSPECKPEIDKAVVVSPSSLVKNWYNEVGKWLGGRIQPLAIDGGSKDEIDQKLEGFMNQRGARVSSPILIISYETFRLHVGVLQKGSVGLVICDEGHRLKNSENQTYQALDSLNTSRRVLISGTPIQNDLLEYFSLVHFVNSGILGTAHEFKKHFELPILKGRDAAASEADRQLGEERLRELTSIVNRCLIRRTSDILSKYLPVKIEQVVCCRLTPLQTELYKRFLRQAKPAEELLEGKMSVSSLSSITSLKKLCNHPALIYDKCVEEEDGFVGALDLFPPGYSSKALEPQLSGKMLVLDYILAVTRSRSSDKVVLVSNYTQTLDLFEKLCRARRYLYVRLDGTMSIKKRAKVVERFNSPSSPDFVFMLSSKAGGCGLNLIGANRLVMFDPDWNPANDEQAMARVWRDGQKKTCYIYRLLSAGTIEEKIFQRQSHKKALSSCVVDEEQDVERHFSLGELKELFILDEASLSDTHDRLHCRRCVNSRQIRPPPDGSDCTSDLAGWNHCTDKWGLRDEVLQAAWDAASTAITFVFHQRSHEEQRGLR
# ERAP1 inh: human ERAP1 aminopeptidase inhibitors, primary screen, biochemical, single point, plate reader | Endoplasmic reticulum aminopeptidase 1 (Homo sapiens), Q9NZ08 | recombinant ERAP1, Leu-AMC fluorescence, 60 min | inhibition, % at 10.7 µM | 340,000 compounds, 0.15% hits | AID 652197, 2013;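 active means mean replicate inhibition of at least 30%, or all replicates individually reaching that 30% level; inactive means mean below 30% and not every replicate reaching it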;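 further: 0% = neutral control wells and 100% = L-leucinethiol positive control wells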
# esBAF inh: Bmi1 luciferase reporter increase in mESCs, primary screen, esBAF inhibitor project, mouse ES cells, Bmi1 luciferase knock-in, single point; 24 h; 100% = twice the neutral-well signal; reporter increase, % at 12.5 µM; 350,000 compounds, 2% hits; in the data active means activation above about 40%;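 further: 0% = median of the plate's neutral control wells and 100% = double that signal; a rise in the Bmi1 reporter signal indicates esBAF inhibition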
# An asterisk follows results filed as active; nt = not tested or not shown.
SMILES,RAD52 inh,INS-1E GSIS act,Xi reactivation,F508del corr,ARNT-TACC3 inh,RAD54 inh,ERAP1 inh,esBAF inh
CCOC(=O)C1=C(C)N(C[C@@H]2CC[C@@H](Cc3ccc(-c4ccccc4)cc3)O2)C(=O)NC1c1ccc(SCc2ccco2)c([N+](=O)[O-])c1 (stereo not given in full),-13,-6,-0.2,4.4,-5,-11,1,7
O=C(CSc1ncnc2c1nnn2-c1ccc(F)cc1)NCC1CCCO1 (stereo not given),nt,-18,nt,nt,-3,0,nt,4
O=C(NCc1ccc(F)cc1)c1cc(C2CCCCN2S(=O)(=O)Cc2ccccc2)on1 (stereo not given),-11,-13,0.1,1.8,nt,-3,1,2
CCCCc1c(C)nc2ccc(Br)cc2c1SC(N)N,-11,5,0.5,1.8,-8,nt,-1,nt
O=C1c2ccc(Cl)cc2S(=O)(=O)c2cccc(C(=O)N3CCN(c4ccc(Cl)cn4)CC3)c21,11,-18,0.0,-1.4,-3,5,0,10
COCCN1CC(CNC(=O)c2cc(COc3ccc(C)c(C)c3)on2)CC1=O (stereo not given),-18,7,0.0,1.3,-16,-5,3,7
COc1ccc(NS(=O)(=O)c2cnc[nH]2)cc1,-11,-1,0.1,-1.9,1,nt,6,nt
Cc1ccc(S(=O)(=O)N2CCN(C(=O)c3cc(-c4cccs4)nn3-c3ccccc3)CC2)cc1,-7,-10,0.0,1.1,-8,-12,0,9
O=C(CCNc1ccc(F)cc1)c1cccc([N+](=O)[O-])c1,nt,-28,nt,nt,6,6,nt,17
COc1cc(-c2nc3sc(C)c(C)c3c(=O)o2)cc(OC)c1OC,-9,9,0.1,2.5,-3,-4,0,-4
O=C(Nc1ccc(F)cc1)C(Sc1nc2ccccc2[nH]1)c1ccccc1 (stereo not given),3,-20,-0.1,nt,-5,nt,1,nt
CCCCc1ccc(NS(=O)(=O)c2cccc(C(=O)N3CCNC(=O)C3)c2)cc1,-5,-26,0.0,-3.0,0,nt,0,nt
O=C(NCc1ccco1)C(c1ccncc1)N(C(=O)Cn1nnc2ccccc21)c1ccccc1 (stereo not given),-5,-12,0.3,1.2,-8,-11,-4,-2
Cc1oc(=O)c(NC(=O)c2cccc(Cl)c2)cc1C(=O)c1ccccc1,-1,-43,nt,nt,nt,6,2,22
O=C(CSc1ncnc2ccccc12)N1CCCC1,-33,8,0.2,-0.9,-8,9,nt,37
Cc1cc(OCC(=O)NC(Cc2ccc(Cl)cc2)C(=O)O)c2c(C)c(C)c(=O)oc2c1 (stereo not given),-8,nt,nt,2.1,-8,3,23,2
C[C@@H]1CN([C@H](C)CO)C(=O)c2cc(/C=C/c3ccccc3)cnc2O[C@H]1CN(C)Cc1cccc(C(=O)O)c1,16,-4,-0.3,2.4,-6,1,1,6
CN(C)c1ncnc2c1C(c1ccccc1)C(C)(C)O2 (stereo not given),-6,20,0.4,-1.7,-3,nt,-2,nt
Cc1ccnc(NC2(C(F)(F)F)N=C(c3ccccc3)NC2=O)c1 (stereo not given),nt,-4,nt,nt,-2,-3,nt,1
COc1cccc(C2=Cc3ccc(F)cc3C(CC(C)=O)N2c2ccc(C#CC3(O)CCCCC3)cc2)c1 (stereo not given),-23,0,0.0,-0.8,nt,nt,nt,nt
CCC(C)(C)NC(=O)C(c1ccc(F)cc1)N(CCOC)C(=O)CCC(=O)Nc1nccs1 (stereo not given),-9,-17,0.1,-4.3,3,4,-5,-7
CC(C)(C(=O)N1CCC1(C)C(=O)NS(=O)(=O)c1cccc(C#N)c1)c1ccccc1 (stereo not given),-8,nt,0.0,-0.6,nt,-1,1,-5
Cc1onc(-c2ccccc2Cl)c1C(=O)N1CCOC12CCN(c1cccc(F)n1)CC2,-1,-1,0.0,-0.3,0,nt,-1,nt
CO[C@@H]1CN(C)C(=O)c2cc(NS(=O)(=O)c3cccc(F)c3)ccc2OC[C@@H](C)N(C(=O)Cc2cccnc2)C[C@H]1C,-12,2,0.1,0.9,20,4,-4,3
O=C(C1CCC1)N1CCCCN2[C@H](C1)[C@H](c1ccc(-c3cccc(F)c3)cc1)[C@@H]2CO,11,nt,nt,-1.6,4,-18,-2,-3
CCN(CC)S(=O)(=O)c1ccc(N2CCOCC2)c(NC(=O)CC2OC(=O)c3ccccc32)c1 (stereo not given),-12,-14,0.2,1.8,-4,-3,1,-2
CCOC(=O)C1CCCN(C(=O)CSc2ccccc2)C1 (stereo not given),-19,nt,0.4,nt,-2,nt,-2,nt
O=S(=O)(c1cnccc1N1CCN(CCO)CC1)N1CCCC1,-13,nt,-0.1,0.6,nt,-10,-1,-8
O=C(N/N=C/c1cc2c(cc1Br)OCO2)c1cc2ccccc2o1,-9,-2,0.0,-0.6,3,-3,0,34
Cc1cc(C(=O)N2CCC2(C)C(=O)Nc2cc(C(C)(C)C)nn2C)nn1C (stereo not given),-3,12,0.1,0.3,nt,18,-1,0
COc1ccc([C@@H]2CC=C(C(=O)O)[C@H](c3ccccc3)N2S(=O)(=O)c2ccc(C)cc2)cc1OC,-11,1,0.0,-0.1,0,-8,1,-2
Cc1ccccc1C(=O)N1CCC2CC1c1cc(-c3ccc(F)cc3)ccc12 (stereo not given),1,-2,0.2,0.9,9,-1,-7,-6
COc1ccc(C(=O)OC(C)C(=O)NCC2CCCCC2)cc1S(=O)(=O)N1CCOCC1 (stereo not given),-7,2,0.0,0.5,nt,-1,-1,0
CNC(=O)N(O)C1N(/N=C/c2c(F)cccc2Cl)C(=S)SC1(C)C (stereo not given),-3,-8,-0.1,-1.1,1,2,-3,-1
N#C[C@@H]1[C@H](c2ccc(-c3cccnc3)cc2)[C@H](CO)N1C(=O)Nc1ccc(F)cc1,-27,-25,-0.1,-3.1,-4,-6,4,0
CN(C(=O)c1cccc(Nc2ccc(-c3ccc4c(c3)OCCO4)nn2)c1)C1CCCCC1,nt,-40,nt,nt,1,-14,nt,7
CSc1nc2n(n1)C(c1cccs1)C1=C(CCCC1=O)N2 (stereo not given),-20,9,0.0,-2.1,-6,0,0,-9
C[C@@H]1CCCCO[C@H](CN(C)C(=O)Nc2cccc3ccccc23)[C@@H](C)CN([C@@H](C)CO)C(=O)c2cc(NC(=O)Nc3ccc(C(F)(F)F)cc3)ccc2O1,18,5,-0.4,1.1,-4,3,-2,2
O=C1N=C(O)CN1/N=C/c1ccc(-c2ccc([N+](=O)[O-])cc2)o1,-10,nt,0.1,-2.5,2,7,2,4
Nc1[nH]c(C(=O)c2ccc(Br)cc2)c(-c2ccccc2Br)c1C(=O)NCCc1c[nH]c2ccccc12,-17,-14,0.0,-1.0,nt,nt,0,nt
C[C@@H]1CN([C@@H](C)CO)C(=O)c2cc(NC(=O)Nc3cccc4ccccc34)ccc2O[C@@H]1CN(C)C(=O)NC1CCCCC1,3,-9,0.5,-2.3,0,7,0,6
C[C@H](CO)N1C[C@H](C)[C@@H](CN(C)C(=O)Nc2ccc3c(c2)OCO3)Oc2ccc(NC(=O)CCCN(C)C)cc2C1=O,-33,17,-0.4,0.2,nt,nt,0,nt
O=S1(=O)C[C@H](N2CCCC2)[C@@H](COCc2ccccc2)N1,-23,nt,0.1,-2.5,nt,8,2,-3
O=C(Nc1ccc(-n2cnnn2)cc1)C1CCC1,nt,17,nt,nt,-4,4,nt,-3
Cc1ccc(-c2ccc3c(c2)O[C@H](CN(C)C)[C@H](C)CN([C@H](C)CO)S3(=O)=O)cc1,18,5,-0.1,nt,-5,-8,2,-3
C/C=C(\C)CN1CCc2cc(OC)c(OC)cc2C1,nt,1,nt,nt,1,0,nt,-5
N#CCCN(CCC#N)c1nnc(-c2ccccc2)s1,-6,5,nt,0.1,0,2,2,1
O=C(C[C@@H]1CC[C@@H]2[C@H](COC[C@H](O)CN2C(=O)c2ccc3c(c2)OCO3)O1)NCCN1CCCC1,-13,4,0.0,0.0,nt,nt,2,nt
O=C(C[C@H]1C/C=C\CC[C@H](Cc2ccc(F)cc2)C(=O)O[C@H](c2ccccc2)CNC1=O)N[C@H](CO)Cc1ccccc1,-5,20,0.2,1.2,-6,1,nt,2
COc1ccc(NC(=O)/C(C#N)=C\c2ccc(-c3cc(C(=O)O)ccc3C)o2)cc1,-35,8,0.0,-0.3,-2,-6,0,4

# An excerpt from above in order of formula weight, low to high.
SMILES,RAD52 inh,INS-1E GSIS act,Xi reactivation,F508del corr,ARNT-TACC3 inh,RAD54 inh,ERAP1 inh,esBAF inh
O=C(NCc1ccc(F)cc1)c1cc(C2CCCCN2S(=O)(=O)Cc2ccccc2)on1 (stereo not given),-11,-13,0.1,1.8,nt,-3,1,2
COc1ccc([C@@H]2CC=C(C(=O)O)[C@H](c3ccccc3)N2S(=O)(=O)c2ccc(C)cc2)cc1OC,-11,1,0.0,-0.1,0,-8,1,-2
O=C(C[C@H]1C/C=C\CC[C@H](Cc2ccc(F)cc2)C(=O)O[C@H](c2ccccc2)CNC1=O)N[C@H](CO)Cc1ccccc1,-5,20,0.2,1.2,-6,1,nt,2

# The listing continues:
SMILES,RAD52 inh,INS-1E GSIS act,Xi reactivation,F508del corr,ARNT-TACC3 inh,RAD54 inh,ERAP1 inh,esBAF inh
COc1ccc(C(=O)OCC(=O)NCc2ccc3c(c2)OCO3)cc1[N+](=O)[O-],nt,17,0.0,nt,3,-2,nt,-4
Cc1ccc(SCCC(=O)N(C)C)cc1,-2,1,nt,-3.2,-1,3,-6,19
COc1ccccc1CNC(=O)C1(C)CCCCN1C (stereo not given),2,1,0.0,-2.5,nt,2,-1,11
O=C(c1cc2cc(F)ccc2[nH]1)N1CCN(c2ccc(F)cc2)CC1,-12,-20,0.2,-2.7,1,-6,-1,-5
CCCC(=O)Nc1ccc2c(c1)C(=O)N(C)[C@H]1CC[C@H](CC(=O)NCCN3CCCCC3)O[C@H]1CO2,nt,17,0.3,1.6,nt,nt,nt,-6
C[C@H]1CN([C@@H](C)CO)C(=O)c2cc(NS(=O)(=O)c3ccc(Cl)cc3)ccc2O[C@@H]1CN(C)Cc1ccc(Cl)c(Cl)c1,-20,-8,0.5,4.3,0,6,1,-3
Cc1ccc2c(cnn2C(=O)CCC(=O)NCc2ccccc2Cl)c1,-11,18,0.0,3.5,12,17,5,4
COc1cc(CN2C[C@@H](CO)O[C@@H](n3cnc4c(N(C)C)ncnc43)C2)cc(OC)c1OC,-12,-4,0.0,1.9,nt,-1,14,-8
COC(=O)C1=C(C)N(C(C)c2ccccc2)C(=O)/C1=C\c1ccco1 (stereo not given),-31,-22,0.0,0.6,5,nt,7,nt
O=C(NC1CC1)c1ccc(CS(=O)(=O)c2c(Cl)cccc2Cl)o1,-12,4,0.4,-2.5,nt,-6,nt,9
O=C(Nc1ccc(F)cc1)N[C@@H]1C=C[C@@H](CC(=O)N2CCCCC2)O[C@H]1CO,11,-7,-0.7,-1.4,nt,-4,-1,0
O=C(Nc1ccc2c(c1)OCO2)c1cc(C2CCCCN2C(=O)c2ccccc2)on1 (stereo not given),-4,-8,0.0,-4.6,nt,-15,0,1
C=CCN(C(=O)c1csnn1)C(C(=O)NC1CCCC1)c1ccccc1 (stereo not given),6,-11,0.0,0.0,-3,0,-2,-3
Cc1ccc(NC(=O)C2CCCN(C3=NS(=O)(=O)c4ccccc43)C2)c(O)c1 (stereo not given),1,-10,0.0,0.5,4,12,-1,-9
COc1ccc(NC(=O)COc2coc(CN3CCc4ccccc43)cc2=O)cc1,-15,2,0.0,0.0,9,-18,-1,-1
COc1ccc(CNC(=O)CCS(=O)(=O)Cc2cccc(Cl)c2)c(OC)c1,-43,17,-0.1,-2.6,-15,6,-4,nt
